# ASM inhibitor = blocks human secretory acid sphingomyelinase. Potency, µM (doses to about 57.5 µM), for inactives: at the highest dose activity change, negative = inhibition, actives largely listed as inhibitors. hit rate 0.006% among 340,000. placental ASM, HMU-PC fluorogenic substrate, 60 min. P17405; further: potency means the concentration at half of the fitted maximal effect
#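 Steps: dispense placental human ASM, pin compound, wait 10 min at room temperature, add HMU-PC0 substrate at 9 uM final, incubate 60 min at 37 °C, add stop solution raising pH to 10, read fluorescence.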
# Menin MLL FP TR = displaces Texas Red mutant MLL peptide from human menin | O00255 | Menin + Texas Red MLL mutant peptide, fluorescence polarization | Potency, µM (titrated, usually from 61.6 µM), for the others: at the highest dose FP activity change, negative = inhibition, usual class: inhibitors | hit rate 0.23% among 270,000; active means well fitted inhibition curve with a large enough effect in the polarisation, with a control signal flat, not every such curve was filed as active; inconclusive means small, poorly fitted or top-dose-only effect, or effect the other way, or a change in a side signal; inactive means no such curve, though single readings can be large or run the other way; the % refers to the polarisation; further: potency means the concentration at half of the fitted maximal effect; % of control where 0% means no effect; many of its hits are not listed in these tables
# Target sequence (O00255 whole entry, looked up): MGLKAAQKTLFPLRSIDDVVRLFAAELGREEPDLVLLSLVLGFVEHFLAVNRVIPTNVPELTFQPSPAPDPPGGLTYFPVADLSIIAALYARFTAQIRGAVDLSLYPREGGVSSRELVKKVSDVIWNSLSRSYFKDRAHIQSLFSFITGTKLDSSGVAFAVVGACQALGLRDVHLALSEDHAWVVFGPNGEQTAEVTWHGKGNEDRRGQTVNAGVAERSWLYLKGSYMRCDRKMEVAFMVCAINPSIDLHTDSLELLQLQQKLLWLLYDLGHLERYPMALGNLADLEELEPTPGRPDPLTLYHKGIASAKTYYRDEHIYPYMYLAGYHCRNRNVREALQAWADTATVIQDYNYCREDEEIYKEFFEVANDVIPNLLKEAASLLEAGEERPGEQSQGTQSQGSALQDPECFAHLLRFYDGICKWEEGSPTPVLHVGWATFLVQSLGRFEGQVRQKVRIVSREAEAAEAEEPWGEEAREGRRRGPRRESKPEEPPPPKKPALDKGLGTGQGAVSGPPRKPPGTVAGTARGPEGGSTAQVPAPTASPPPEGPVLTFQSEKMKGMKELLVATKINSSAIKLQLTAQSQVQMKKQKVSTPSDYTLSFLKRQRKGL
# MBNL1 CUG block = inhibitors of human MBNL1 binding to CUG repeat RNA | Q9NR56 | TR-FRET MBNL1-His/biotin-(CUG)12 binding, 665/545 ratio | Potency, µM (series often up to 57.5 µM), inactives show at the highest dose activity change, negative = inhibition, hits mostly inhibitors | hit rate 0.036% among 280,000 | AID 2675; active means well fitted inhibition curve with a large enough effect in the signal ratio, with a control signal flat, not every such curve was filed as active; inconclusive means small, poorly fitted or top-dose-only effect, or effect the other way, or a change in a side signal; inactive means no such curve, though single readings can be large or run the other way; the % refers to the signal ratio; further: potency means the concentration at half of the fitted maximal effect; on the % scale 0 is the no-effect control and ±100 the full control effect
#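 Compound titration spanned 92 nM–58 uM against the MBNL1-His/biotin-(CUG)12 complex. After 60 min at room temperature with 5 nM streptavidin-XL665 and 0.055 ng/ul terbium anti-His, ratiometric 665/545 nm emission (Ex 340 nm) normalized to controls.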
# Mito fusion yeast = mitochondrial division inhibition or fusion activation; AID 485298; Potency, µM (top dose mostly 46.1 µM), inactives show top-dose growth rescue (activation), hits mostly activators; S. cerevisiae fusion-defective mutant growth rescue, CellTiterGlo 48 h; hit rate 0.23% among 320,000;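 further: potency means the concentration at half of the fitted maximal effect; % of control where 0% means no effect; nearly all actives have a fitted effect of over 45% in size; temperature-sensitive fusion mutants such as fzo1-1 at 37 °C on non-fermentable ethanol glycerol medium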
#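 Compounds are tested for their ability to restore growth of mitochondrial fusion-defective yeast strains at non-permissive 37C in YPEG medium over 48 hours. Viability is quantified by luciferase luminescence.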
# Integrin act MD = integrin-mediated muscular dystrophy alleviation activation; alpha7betagal myoblasts, beta-gal FDG fluorescence, 48 h; Potency, µM (titrated, usually from 38.3 µM), without a hit: at the highest dose activation, usual class: activators; hit rate 0.064% among 350,000;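 further: potency means the concentration at half of the fitted maximal effect; 100% = response of the positive control SU9516; nearly all actives have a fitted effect of over 60% in size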
#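 alpha7betagal+/- myoblasts (passage 13, 250/well) treated 48 h at 37C with compounds at 1:260 dilution of DMSO stock. Lysed, then beta-galactosidase activity read as FDG fluorescence (ex 480/em 540) after 30 min, with pre-read for autofluorescence.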
# MLL CXXC-DNA inh = blocks binding of human MLL CXXC domain to DNA; Q03164; MLL-CXXC / FITC-HOXA9 DNA fluorescence polarization; Potency, µM (titrated, usually from 115 µM), without a hit: at the top dose activity change, negative = inhibition, actives largely listed as inhibitors; hit rate 0.037% among 290,000; AID 2662; active means well fitted inhibition curve with a large enough effect in the polarisation, with a control signal flat, not every such curve was filed as active; inconclusive means small, poorly fitted or top-dose-only effect, or effect the other way, or a change in a side signal; inactive means no such curve, though single readings can be large or run the other way; the % refers to the polarisation; further: potency means the concentration at half of the fitted maximal effect
#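 Steps: dispense CXXC domain solution (7 uM) → pin compounds or unlabeled HOX-A9 DNA control → 5 min ambient → add FLSN-HOX-A9 solution (50 nM) → spin → 30 min ambient → fluorescence polarization. Tris pH 7.5/NaCl/DTT/BSA buffer.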
# PTAP TSG101 blk = blocks PTAP/TSG101 interaction to inhibit HIV-1 budding; Q99816; Fluorescence polarization, FITC-PTAP peptide / Tsg101 binding; Potency, µM (series often up to 115 µM), without a hit: top-dose activity change, negative = inhibition, actives largely listed as inhibitors; 340,000 tested, under 10 active; active means well fitted inhibition curve with a large enough effect in the main read-out, with a control signal flat, not every such curve was filed as active; inconclusive means small, poorly fitted or top-dose-only effect, or effect the other way, or a change in a side signal; inactive means no such curve, though single readings can be large or run the other way; further: potency means the concentration at half of the fitted maximal effect; % of control where 0% means no effect
# Target sequence (Q99816 whole entry, looked up): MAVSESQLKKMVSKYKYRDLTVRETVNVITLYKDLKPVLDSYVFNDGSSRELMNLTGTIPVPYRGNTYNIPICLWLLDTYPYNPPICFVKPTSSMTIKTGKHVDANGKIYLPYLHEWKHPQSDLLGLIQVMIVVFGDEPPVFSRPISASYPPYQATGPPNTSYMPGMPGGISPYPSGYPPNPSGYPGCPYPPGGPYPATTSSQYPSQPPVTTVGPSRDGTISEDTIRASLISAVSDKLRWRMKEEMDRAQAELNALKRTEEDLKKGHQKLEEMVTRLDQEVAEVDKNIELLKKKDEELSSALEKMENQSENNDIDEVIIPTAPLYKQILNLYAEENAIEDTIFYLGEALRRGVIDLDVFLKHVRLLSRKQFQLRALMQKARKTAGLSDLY
#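 FP read-out: FITC-PTAP peptide, 50 nM final, binding Tsg101 binding domain, 10 uM final; 20 min, r.t.; 10 mM HEPES pH 7.5, 0.15 M NaCl, 0.01% Tween 20, 3 mM EDTA, 0.1 mM TCEP.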
# TSHR antag = antagonists of human thyroid stimulating hormone receptor. P16473. activity change, negative = inhibition, % at 11.5 µM. TSHR-expressing cells, TSH-stimulated cAMP HTRF, 2 h; hits give low values. hit rate 0.2% among 330,000;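 active means activity change below a set negative limit, meaning inhibition stronger than a set level, cut at about -70% in these data; inconclusive means activity change between two set negative limits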; further: on the % scale 0 is the no-effect control and ±100 the full control effect
#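 Antagonism was scored as loss of TSH-driven cAMP in TSHR cells, stimulated with 4nM TSH (EC80) for 2 hours at 37 deg C and detected by homogeneous HTRF competition immunoassay.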
# TCR act = activators of T cell receptors. primary human leukocytes, anti-CD3, IL-2 HTRF, 48 h. Potency, µM (highest dose often 9.22 µM), for inactives: at the highest dose activation of IL-2 secretion, most hits filed as activators. 330,000 tested, under 10 active; further: % of control where 0% means no effect
#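 TCR engagement came from a-CD3 beads alone, with compounds added to primary human leukocytes for 48 hr. Secreted IL-2 bridged europium cryptate- and d2-labelled anti-IL-2 antibodies, giving FRET emission at 665nm after 320nm excitation.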
# AT treatment = candidate therapy for ataxia-telangiectasia | […] A-T fibroblasts, KAP-1 phosphorylation AlphaLISA; neocarzinostatin DNA damage 30 min before lysis | Potency, µM (highest dose often 57.5 µM), without a hit: at the top dose activation, most hits filed as activators | hit rate 0.19% among 320,000 | AID 485349; further: potency means the concentration at half of the fitted maximal effect; % of control where 0% means no effect; nearly all actives have a fitted effect of over 45% in size
#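 hTERT-immortalized A-T patient fibroblasts ([…]), 500 cells/well in OPTI-MEM, 1% FBS, got compounds for 60 min, then NCS for 30 min at 37C. Lysates were then assayed for phospho-KAP-1 by AlphaLISA (anti-pKAP1 donor, anti-KAP1 acceptor beads), 6 hr at 25C.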
# The depositor's hits bear a star; ? = inconclusive; / = not tested or not shown; [ ] = another dose, or the depositor's remark. Unless noted, the call rests on the fitted dose curve; in most records, active means well fitted curve in the direction sought with a large enough effect; inconclusive means small, poorly fitted or top-dose-only effect, or another doubt; inactive means no such curve, though single readings can be large; an effect the other way counts as inactive or inconclusive. The list is partial; count on the stated rates, not on these rows.
SMILES,ASM inhibitor,Menin MLL FP TR,MBNL1 CUG block,Mito fusion yeast,Integrin act MD,MLL CXXC-DNA inh,PTAP TSG101 blk,TSHR antag,TCR act,AT treatment
O=C(c1ccccc1-c1ncc[nH]1)N1CCc2c([nH]c3ccccc23)C1c1ccccn1 (stereo not drawn),4%,3%,-6%,4%,-23%,-4%,-9%,11,2%,1%
Cc1cc2ccccn2c1C(=O)Nc1ccc(Cl)cc1,19%,?,9%,4%,-25%,4%,-1%,1,-6%,3%
CCOC(=O)CC(NC(=O)c1cc2cccc(OC)c2oc1=O)c1cccc([N+](=O)[O-])c1 (stereo not drawn),-5%,15%,?,14%,-31%,0%,-5%,0,0%[46.1 µM],6%
CC(=O)NC1CCCN(O)C(=O)/C=C(\C)CCOC(=O)C(NC(C)=O)CCCN(O)C(=O)/C=C(\C)CCOC(=O)C(NC(C)=O)CCCN(O)C(=O)/C=C(\C)CCOC1=O (stereo not drawn),-1%,0%,-1%,-1%,-3%,-22%,-5%,2,2%,-3%
Cc1ccc2[nH]c(C(=O)N3CCCCC3)cc2c1,1%,15%,-6%,2%,14%,1%,-2%,-9,/,12%
CCOC(=O)C1=C(N)Oc2cc(O)ccc2C1c1cccnc1 (stereo not drawn),0%,-1%,3%,-2%,-30%,-1%,-3%,-8,5%,/
O=C(/C=C/c1ccccc1)Oc1ccccc1C(=S)N1CCOCC1,-3%,0%,2%,9%,-51%,21%,-3%,-4,-6%,-2%
CC1=NN(c2ccc(Cl)cc2)C(=O)C1C(c1ccccc1O)c1c(C)[nH]n(-c2ccc(Cl)cc2)c1=O (stereo not drawn),-26%,?,-15%,-2%,5%,-9%,-5%,2,-4%[46.1 µM],2%
COc1ccc(OC)c(/C=N/N=C(\N)c2nonc2N)c1,0%,/,10%,2%,6%,-13%,0%,-5,-6%,2%
CCCc1c(C(=O)N/N=C/c2ccccc2C(F)(F)F)nnn1-c1nonc1N,1%,?,-3%,5%,-21%,1%,-5%,-15,-8%,1%
CCN(C[C@H]1N[C@@](C)(C(=O)OC)[C@H]2C(=O)N(Cc3ccccc3)C(=O)[C@@H]12)S(=O)(=O)c1ccc(OC)cc1,-2%,/,/,/,-16%,/,1%,5,-5%,1%
O=C(O)/C=C/C(=O)Nc1ccccc1SC(F)(F)F,5%,-10%,-3%,3%,9%,-7%,-5%,-2,-3%[46.1 µM],8%
CCCCn1c(N)c(N(CCOC)C(=O)c2ccc(-c3ccc([N+](=O)[O-])cc3)o2)c(=O)[nH]c1=O,4%,/,?,-1%,11%,31%,-2%,12,/,-1%
Cc1ccc(S(=O)(=O)N2CCN(C(=O)CCN3C(=O)c4ccccc4C3=O)CC2)cc1C,3%,-23%,13%,-5%,8%,0%,0%,-5,1%[46.1 µM],6%
COc1ccc(OCC(O)CNC(=O)/C=C/c2cccc([N+](=O)[O-])c2)cc1 (stereo not drawn),-4%,17%,?,-29%,0%,-2%,-7%,-9,-36%,3%
COc1cc(C2N(C)CCC3(OCCO3)C2(C)C)cc(OC)c1OC (stereo not drawn),10%,2%,-1%,-10%,16%,8%,-6%,2,1%[46.1 µM],-1%
COc1ccc(NC(=O)CC2CCCC2)cc1OC,3%,/,-14%,-2%,?,-1%,-4%,3,6%,-13%
CCOC(=O)C1(NC(=O)CN2C(=O)c3ccccc3C2=O)CCCC1,2%,/,/,/,-24%,/,-1%,/,-2%,/
COCc1nnc(NC(=O)c2ccc(S(=O)(=O)N3CCCC3)cc2)o1,-1%,-13%,0%,-2%,1%,?,0%,7,2%,-2%
O=C(Nc1cccc(NC(=O)c2ccc(-c3cccc(Br)c3)o2)c1)c1ccco1,?,/,2%,-1%,-7%,33%[activator],0%,-12,-5%,-4%
O=C(NCC1COc2ccccc2O1)C1CCC(CNc2c(N3CCCCC3)c(=O)c2=O)CC1 (stereo not drawn),0%,2%,14%,1%,0%,-7%,-6%,-8,-3%,3%
COC(=O)[C@@]12CCCCN1[C@H](c1ccc(SC3CCCCC3)c(OC)c1)[C@@H]1C(=O)N(C)C(=O)[C@@H]12,-6%,/,/,13%,-19%,/,-2%,-2,1%,18%
CCn1cc(Br)c(C(=O)Nc2ccc(OC)cc2)n1,0%,-9%,0%,3%,11%,-4%,-7%,-10,0%,4%
Cc1nc2c(C)cccn2c1/C(O)=C1\C(=O)C(=O)N(CCN(C)C)C1c1ccncc1 (stereo not drawn),-7%,8%,16%,-2%,0%,-2%,-2%,4,-4%,0%
CNC(=S)NN=C(C)c1ccc(OC)cc1O,1%,/,/,/,-37%[inhibitor],/,-3%,/,1%,/
CC(=O)N1c2ccc(S(=O)(=O)N(C)CC(=O)NCc3ccc(C)cc3)cc2CC1C (stereo not drawn),6%,/,-3%,-18%,-9%,5%,-6%,11,-3%,-1%
O=C(CCN1C(=O)C2C3C=CC(C3)C2C1=O)NCc1cccnc1 (stereo not drawn),1%,21%,?,-4%,1%,2%,-1%,-8,0%,-3%
COc1cc2c(cc1OC)CN(CC(=O)Nc1ccc(C)cc1)CC2,0%,-5%,1%,3%,-23%,-5%,1%,22,-3%,-7%
Cc1ccc(S(=O)(=O)N2c3ccc(S(N)(=O)=O)cc3CC2C)cc1 (stereo not drawn),2%,-1%,-3%,3%,-5%,0%,-3%,5,9%,8%
CCC(C(=O)NC1CCCC1)N(Cc1ccco1)C(=O)CNS(=O)(=O)c1ccccc1 (stereo not drawn),5%,-29%,-7%,1%,-15%,1%,-11%,11,-1%,-4%
CCOc1ccc(CCNC(=O)COC(=O)c2oc3ccccc3c2COC)cc1OCC,0%,/,/,1%,-2%,/,-3%,-4,3%,0%
Nc1ccc(CN2CCCCCC2)cc1,5%,-25%,6%,1%,2%,-3%,0%,7,-3%[46.1 µM],-1%
Clc1ccc(-c2nnc3sc(-c4ccccn4)nn23)cc1,/,0%,31%[activator],-2%,/,-1%,/,4,/,3%
O=C(N/N=C/C=C/c1ccccc1[N+](=O)[O-])c1cccs1,1%,8%,/,2%,-41%,-21%,-1%,-7,-1%[46.1 µM],1%
C[C@@H]1C[C@H]2[C@@H]3C[C@H](F)C4=CC(=O)C=C[C@]4(C)[C@@]3(F)[C@@H](O)C[C@]2(C)[C@@]1(O)C(=O)CO,-4%,-8%,7%,-6%,/,3%,-1%,21,4%,-25%
Cc1nnc(SC(C)C(=O)N(C)C2CCCCC2)n1N (stereo not drawn),-1%,/,/,0%,7%,/,-5%,13,-2%,16%
CCN1CCN(Cc2nc3ccc([N+](=O)[O-])cc3c(=O)n2-c2ccc(OC)cc2OC)CC1,-3%,-17%,?,-2%,-22%,-3%,-3%,6,0%,-2%
CCN(CC)C(=O)NC1CC(=O)N(c2ccc(OC)cc2)C1 (stereo not drawn),/,13%,-15%,3%,14%,3%,-4%,12,-2%[46.1 µM],-6%
C#CCOCCOCCOCCNc1nc(N2CCN(C(=O)CCCCCCCCCCNC(=O)Cn3cc(CCCCCN)nn3)CC2)nc(N2CCN(C(=O)CCCCCCCCCCNC(=O)[C@@H](CCSC)n3cc(CCO)nn3)CC2)n1,-14%,/,/,-10%,-9%,/,/,-3,5%,8%
CC1(C)N([O-])c2cc([N+](=O)[O-])ccc2[N+]1=O,-1%,/,/,-2%,-11%,0%,-5%,-3,1%,2%
COc1cccc(C(c2nnnn2Cc2ccccc2)N2CCN(C(=O)c3ccco3)CC2)c1OC (stereo not drawn),-1%,?,-5%,-3%,14%,-2%,0%,-19,-2%,0%
Cc1cccc(C(=O)N2CCCC(Nc3ccc(C)c(C)c3)C2)n1 (stereo not drawn),2%,/,-2%,0%,2%,19%,0%,0,-1%,-1%
CCOc1ccc(S(=O)(=O)NCC2CCCO2)c2ccccc12 (stereo not drawn),-2%,-2%,-6%,1%,-5%,0%,-1%,4,3%,5%
CCOC(=O)c1[nH]c(=O)[nH]c1CN(Cc1ccco1)Cc1[nH]c(=O)[nH]c1C(=O)OCC,5%,7%,-3%,1%,1%,1%,0%,3,-1%,-1%
